# Assay outcomes (PubChem BioAssay)
# aSyn yeast inh – qHTS of alpha-syn Inhibitors; AID 652106, 2013; 0.14% of 370,000 active; Potency, µM (series often up to 46.1 µM), without a hit: at the highest dose growth rescue (activation), hits mostly activators; Yeast expressing alpha-synuclein, growth rescue, BacTiter-Glo, 24 h; note: potency is the fitted concentration of half-maximal effect; % of control where 0% means no effect; nearly all actives have a fitted effect of over 65% in size
#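 Readout is rescue of growth in alpha-synuclein-expressing yeast, so inhibitors of toxicity appear as activators. Growth after 24 hr at 30 deg C in galactose medium is quantified by luminescence.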
# TDP-43 yeast inh – qHTS of TDP-43 Inhibitors; Potency, µM (titrated, usually from 46.1 µM), inactives show at the highest dose growth rescue (activation), actives largely listed as activators; 1.8% of 410,000 active; TDP-43 expressing yeast growth rescue, BacTiter-Glo, 24 h; note: potency is the fitted concentration of half-maximal effect; % of control where 0% means no effect; nearly all actives have a fitted effect of over 50% in size
#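 Cell-based yeast growth screen: TDP-43 expression induced in galactose, inoculum OD600=0.02 after raffinose pregrowth to mid-log. Read-out BacTiter-Glo luminescence at 24 hr, 30 deg C; inhibition of toxicity seen as signal increase.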
# Abeta yeast res – qHTS for compounds that reverse cellular toxicity of Amyloid beta (A-beta) peptide in yeast: Primary Screen. yeast expressing A-beta42, growth rescue, OD600, 48 h; response scale: 0% DMSO, 100% iron-clioquinol control. Potency, µM (titrated, usually from 46.1 µM), for the others: top-dose growth rescue, hits mostly activators. 0.063% of 410,000 active; note: potency is the fitted concentration of half-maximal effect; nearly all actives have a fitted effect of over 55% in size
#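 Growth rescue measured by 600 nm absorbance after 48 h yeast culture at 30 C with compound. Values normalized between DMSO and an equimolar ferric chloride plus clioquinol control.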
# Mm-Cpn inhibitor – Inhibitors of TCP-1 ring complex (TRiC) of Methanococcus maripaludis (MmCpn): qHTS; Potency, µM (top dose mostly 76.9 µM), for inactives: at the highest dose activity, negative = inhibition, actives largely listed as inhibitors; Chaperonin Mm-Cpn (Methanococcus maripaludis); 0.031% of 330,000 active; purified Mm-Cpn ATPase, ADP Transcreener TR-FRET; note: potency is the fitted concentration of half-maximal effect; % is set by controls: 0 for no effect and ±100 for the full control effect; nearly all actives have a fitted effect of over 80% in size
#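 Measured: ADP formation by purified Mm-CPN. Conditions: 25 nM protein, 10 uM ATP, Tris pH 7.4 with Mg2+, K+ and DTT, 37°C for 30 min. Detection: Transcreener HTRF after 30 min at room temperature.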
# PTHR1 ag – qHTS for PTHR1 Agonists: Primary Screen. Parathyroid hormone/parathyroid hormone-related peptide receptor (Homo sapiens), Q03431. Potency, µM (doses to about 115 µM), for inactives: at the top dose activation, usual class: activators. AID 743266, 2014. HEK293 GP2 PTHR1 cells, GloSensor cAMP luminescence, 1 h. 0.075% of 410,000 active; note: potency is the fitted concentration of half-maximal effect; nearly all actives have a fitted effect of over 55% in size; some results filed as inactive show a strong effect at the top dose; inactives centre near -15; many of its hits are not listed in these tables
# Target sequence (Q03431 whole entry, looked up): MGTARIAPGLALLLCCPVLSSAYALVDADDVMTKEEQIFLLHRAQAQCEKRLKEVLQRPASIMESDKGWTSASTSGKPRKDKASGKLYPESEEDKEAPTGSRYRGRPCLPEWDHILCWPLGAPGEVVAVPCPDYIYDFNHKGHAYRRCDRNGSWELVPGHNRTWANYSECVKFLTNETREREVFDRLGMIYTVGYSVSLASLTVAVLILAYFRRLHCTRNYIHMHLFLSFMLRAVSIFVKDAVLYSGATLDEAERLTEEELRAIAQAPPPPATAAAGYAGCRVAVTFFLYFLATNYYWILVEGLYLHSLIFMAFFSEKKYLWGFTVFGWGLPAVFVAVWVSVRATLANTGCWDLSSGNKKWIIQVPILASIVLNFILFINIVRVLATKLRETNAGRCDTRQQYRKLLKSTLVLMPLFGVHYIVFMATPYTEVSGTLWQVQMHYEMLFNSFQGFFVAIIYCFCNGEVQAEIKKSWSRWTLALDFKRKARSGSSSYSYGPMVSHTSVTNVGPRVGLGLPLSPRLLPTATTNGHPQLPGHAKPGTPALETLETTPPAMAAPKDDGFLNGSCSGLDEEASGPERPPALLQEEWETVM
#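 HEK-293-derived GP2 cells expressing PTHR1 and a GloSensor cAMP reporter, 3,000/well, plated overnight, given luciferin plus IBMX (each 0.5 mM as added) for 1 h at 37 °C, then compound for 1 h at 37 °C. Luminescence was read after 15 min at room temperature.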
# Akt phos inh – HTS Assay for Inhibitors of Akt Phophorylation: Primary Screen | 0.32% of 360,000 active | AID 651550, 2012 | Neuro2A IGF-stimulated pAkt S473 HTRF, 20 min; hits give low values | activity change, % for hits at 50 µM; in the data active = activity change below about -80%; inconclusive = mostly about -51% to -80%; note: % is set by controls: 0 for no effect and ±100 for the full control effect
#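 Neuro2A cells in DMEM with 0.5% FBS, overnight at 37 deg C, given compound at single 50 µM final, then IGF (6 nM final) for 20 min at 37 deg C. Lysed; phospho-Akt Ser473 by HTRF after 24 h, 665/615 ratio.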
# FUS suppressor – qHTS for Suppressors of FUS Proteinopathy: Primary screen using FUS-linked yeast assay. S. cerevisiae FUS-expressing, growth rescue, OD600, 24 h. Potency, µM (series often up to 76.6 µM), for the others: at the top dose growth rescue (activation), actives largely listed as activators. 0.24% of 390,000 active. AID 1347120, 2019;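 note: potency is the fitted concentration of half-maximal effect; plate controls were DMSO vehicle for no effect and reference control for full effect; nearly all actives have a fitted effect of over 55% in size; some results filed as inactive show a strong effect at the top dose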
#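 Galactose (2%) drives FUS expression in yeast precultured in raffinose; seeding density OD 0.005. Test compounds incubated 24hr at 30C and 99% humidity before absorbance at 600 nm was measured.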
# * hit, by the source's call; i = inactive; ? = inconclusive; · = no result given; & = joins results of further samples; [ ] = dose if it differs, or a comment. Unless noted, calls come from the whole dose curve; as a rule, active = well fitted curve in the direction sought with a large enough effect; inconclusive = small, poorly fitted or top-dose-only effect, or another doubt; inactive = no such curve, though single readings can be large; an effect the other way counts as inactive or inconclusive.
1) O=C(CSc1nnc(SCc2cccc3ccccc23)s1)Nc1ccccc1-c1ccccc1
2) CCCCNC(=O)C1CCCN1C(=O)Nc1ccc(Cl)cc1 (stereo unspecified)
3) O=C(CN(CCc1ccccc1)S(=O)(=O)c1ccc(F)cc1)N1CCOCC1
4) CC1CCC2(CCC(=O)N2C[C@@H](O)c2ccccc2)CC1 (stereo partly specified)
5) CCCC(=O)N1CCC[C@]2(CC[C@@H](CCC(C)=O)O2)C1
6) COc1ccc(/C=N\NC(=O)CN2CCN(Cc3ccccc3)CC2)cc1OCc1ccccc1

Assay by compound	1	2	3	4	5	6
aSyn yeast inh	·	·	·	·	·	·
TDP-43 yeast inh	·	·	·	·	·	·
Abeta yeast res	·	·	·	·	·	·
Mm-Cpn inhibitor	·	·	·	·	·	·
PTHR1 ag	·	·	·	·	·	·
Akt phos inh	·	·	·	·	·	·
FUS suppressor	16.2%	17.5%	2.9%	-6.2%	-20.2%	4.3%

7) COc1ccc(CNS(=O)(=O)/C=C/c2ccc(F)cc2CNC(=O)OC(C)(C)C)cc1
8) O=C(NCc1ccco1)C1CCCN(S(=O)(=O)c2ccc([N+](=O)[O-])cc2)C1 (stereo unspecified)
9) C(=N\Nc1nc(-c2ccccn2)nc2ccccc12)/c1ccccc1
10) CCCN(CCC)CCc1cccc2c1CC(=O)N2
11) CCOC(=O)c1ccccc1S(=O)(=O)N1CCN(c2nc(-c3cccs3)nc3ccccc23)CC1
12) CCCN1CNc2c(c(=O)[nH]c(=S)n2CCc2cccc(Cl)c2Cl)C1

Assay by compound	7	8	9	10	11	12
aSyn yeast inh	·	·	12.6µM*	4.4%	-6.4%	-1.0%
TDP-43 yeast inh	·	·	·	·	·	·
Abeta yeast res	·	·	·	·	·	·
Mm-Cpn inhibitor	·	·	0.6%	·	·	·
PTHR1 ag	·	·	·	·	·	·
Akt phos inh	·	·	i	·	·	·
FUS suppressor	-11.0%	-13.4%	·	5.6%	-1.2%	9.6%

13) Cc1ccc(OCCn2c(CCNC(=O)C3CCCCC3)nc3ccccc32)cc1
14) Clc1ccccc1-c1nn2c(-c3cc(-c4ccccc4)n[nH]3)nnc2s1
15) OC(CCN1CCCCC1)(c1ccccc1)C1CC2C=CC1C2 (stereo unspecified)
16) N#Cc1ccccc1S(=O)(=O)N1CCN(c2nc(-c3cccs3)nc3ccccc23)CC1
17) Cc1cccc(C)c1OCC(=O)N[C@@H](Cc1ccccc1)[C@@H](O)C[C@H](Cc1ccccc1)NC(=O)[C@H](C(C)C)N1CCCNC1=O
18) Cc1ccc(S(=O)(=O)C2CCN(c3nc(-c4cccs4)nc4ccccc34)CC2)cc1

Assay by compound	13	14	15	16	17	18
aSyn yeast inh	-0.5%	1.9%	3.6%	-9.3%&-8.8%	2.4%	-13.0%
TDP-43 yeast inh	·	·	·	·	·	·
Abeta yeast res	·	·	·	·	·	·
Mm-Cpn inhibitor	·	·	·	·	·	·
PTHR1 ag	·	·	·	·	·	·
Akt phos inh	·	·	·	·	·	·
FUS suppressor	14.6%	18.4%	-9.6%	4.0%	31.6µM*	1.4%

19) COCCCN1C(=O)C(CC(=O)NC2CCCCC2)CC(C(=O)N2CCCCCC2)=C1C (stereo unspecified)
20) CC1=C(C(=O)N2CCCCCC2)CC(CC(=O)NCCN2CCOCC2)C(=O)N1CCCN1CCCC1=O (stereo unspecified)
21) CCC(C)[C@H]1CNC(=O)C(=O)N1CCc1cccc2ccccc12 (stereo partly specified)
22) C[N+](=O)C1C(=O)Nc2ccccc21 (stereo unspecified)
23) O=C1NC[C@H](CC2CCCCC2)N(CCc2cc(C(F)(F)F)cc(C(F)(F)F)c2)C1=O
24) O=[N+]([O-])c1ccc2[nH]ccc2c1

Assay by compound	19	20	21	22	23	24
aSyn yeast inh	·	·	·	·	·	·
TDP-43 yeast inh	-5.5%	10.4%	13.9%	0.0%	12.1%	?
Abeta yeast res	·	·	·	·	·	·
Mm-Cpn inhibitor	·	·	·	·	·	·
PTHR1 ag	-15.3%	-21.1%	-11.9%	-18.1%[57.5 µM]	24.0%[57.5 µM]	-51.3%
Akt phos inh	·	·	·	·	·	·
FUS suppressor	7.6%	-17.2%	4.4%	-9.5%	30.7%	-3.7%

25) COc1ccc(Cl)cc1Nc1nc(NCCO)nc(N2CCCCC2)n1
26) CN(C)CCCN1c2ccc([N+](=O)[O-])cc2CCc2cc([N+](=O)[O-])ccc21
27) COc1c(O)cccc1[C@@H](O)C1CCN(CCc2ccc(F)cc2)CC1
28) Oc1cccc2cc(Nc3ccccc3)cnc12
29) Cn1nc(Cc2cccc3ccccc23)c(C#N)c1N
30) CC(=O)c1ccc(N2CCN(S(=O)(=O)c3ccc4c(c3)C(Cl)(Cl)C(=O)N4)CC2)cc1

Assay by compound	25	26	27	28	29	30
aSyn yeast inh	·	·	·	·	·	·
TDP-43 yeast inh	·	·	·	·	·	·
Abeta yeast res	0.4%	9.3%	1.0%	-77.5%[inhibitor]	-6.7%	-30.9%
Mm-Cpn inhibitor	·	·	·	·	·	·
PTHR1 ag	-2.1%	-95.7%[inhibitor]	i	-2.1%	-7.9%	-27.3%
Akt phos inh	·	·	·	·	·	·
FUS suppressor	40.4%	-10.0%	-25.9%	-6.1%	-26.9%	?

31) CC(C)(C)Oc1ccccc1Nc1nc(NCCO)nc(N2CCCC2)n1
32) O=C(O)c1ccc(-c2noc(-c3cccc(F)c3)n2)cc1
33) S=C(NCCCc1cnc[nH]1)NCCCN(Cc1ccc(Cl)c(Cl)c1)c1ccc(Br)cn1
34) CC1(C)c2[nH]c3ccccc3c2C[C@H]2C(=O)N(Cc3cccc(F)c3)C(=O)N21
35) COc1cc(-c2cc[n+](C)cc2)ccc1O
36) S=C(NCCCc1cnc[nH]1)NCCCN(Cc1ccc(Cl)cc1)c1ccc(Br)cn1

Assay by compound	31	32	33	34	35	36
aSyn yeast inh	·	·	·	·	·	·
TDP-43 yeast inh	·	·	·	·	·	·
Abeta yeast res	-12.3%	-20.9%	-21.6%	?	-14.4%	-16.7%
Mm-Cpn inhibitor	·	·	·	·	·	·
PTHR1 ag	i	-63.4%[inhibitor]	16.3%	-9.8%	-10.3%	0.4%
Akt phos inh	·	·	·	·	·	·
FUS suppressor	6.6%	-17.4%	?	1.3%	-17.6%	30.2%

37) Cn1c(=O)c(N=O)c(N)n(Cc2ccccc2)c1=S
38) COc1ccc2c(c1)CCNC2Cc1ccc(OC)c(O)c1 (stereo unspecified)
39) CC(C)n1nc(Cc2cccc3ccccc23)c(C#N)c1N
40) COc1cccc(-c2nc(-c3ccc(C(=O)O)cc3)no2)c1
41) CC(C)(C)n1nc(Cc2cccc3ccccc23)c2c(N)ncnc21
42) O=C1Nc2cc(Cl)ccc2Nc2cscc21

Assay by compound	37	38	39	40	41	42
aSyn yeast inh	·	·	·	·	·	·
TDP-43 yeast inh	·	·	·	·	·	·
Abeta yeast res	-14.9%	23.6%	15.2%	-14.9%	-48.2%[inhibitor]	1.9%
Mm-Cpn inhibitor	·	·	·	·	·	·
PTHR1 ag	-28.9%	-16.5%	-6.1%	-91.1%[inhibitor]	-93.8%[inhibitor]	-25.8%
Akt phos inh	·	·	·	·	·	·
FUS suppressor	-8.6%	3.7%	-2.6%	-4.2%	7.7%	18.7%

43) Cc1ccc2oc(NC3=NC4(CCCC4)C4=C(CCCC4=O)N3)nc2c1
44) COc1cc(F)c(C(=O)NC(C)(C)CO)cc1OC
45) O=C(CCCCCCC(=O)Nc1ccccc1)NO
46) Cc1noc(C)c1-c1ccc2nc[nH]c(=O)c2c1
47) COc1ccc(CN2C(=O)[C@@H]3Cc4c([nH]c5ccccc45)C(C)(C)N3C2=O)cc1
48) Cc1ccsc1CN(C)c1ncnc2ccc(-c3ccoc3)cc12
49) O=C1CC(c2ccccc2)CC2=C1C1(CCCC1)N=C(Nc1nc3ccccc3o1)N2 (stereo unspecified)
50) O=C1CCCC2=C1C1(CCCC1)N=C(Nc1nc3cc(-c4ccccc4)ccc3o1)N2
51) COc1ccccc1CN1C(=O)[C@H]2Cc3c([nH]c4ccccc34)C(C)(C)N2C1=O

Assay by compound	43	44	45	46	47	48	49	50	51
aSyn yeast inh	·	·	·	·	·	·	·	·	·
TDP-43 yeast inh	·	·	·	·	·	·	·	·	·
Abeta yeast res	-1.2%	-4.3%	1.0%	-1.2%	?	-15.9%	-6.7%	8.7%	-16.6%
Mm-Cpn inhibitor	·	·	·	·	·	·	·	·	·
PTHR1 ag	i	-18.4%	i	i	-87.7%[inhibitor]	-16.4%	-11.2%	-71.7%[inhibitor]	-17.9%
Akt phos inh	·	·	·	·	·	·	·	·	·
FUS suppressor	10.8%	-29.5%	-31.7%	-22.4%	?	25.2%	28.1%	41.3%	9.3%

# Excerpt, compounds 44–51
44) COc1cc(F)c(C(=O)NC(C)(C)CO)cc1OC
45) O=C(CCCCCCC(=O)Nc1ccccc1)NO
46) Cc1noc(C)c1-c1ccc2nc[nH]c(=O)c2c1
47) COc1ccc(CN2C(=O)[C@@H]3Cc4c([nH]c5ccccc45)C(C)(C)N3C2=O)cc1
48) Cc1ccsc1CN(C)c1ncnc2ccc(-c3ccoc3)cc12
49) O=C1CC(c2ccccc2)CC2=C1C1(CCCC1)N=C(Nc1nc3ccccc3o1)N2 (stereo unspecified)
50) O=C1CCCC2=C1C1(CCCC1)N=C(Nc1nc3cc(-c4ccccc4)ccc3o1)N2
51) COc1ccccc1CN1C(=O)[C@H]2Cc3c([nH]c4ccccc34)C(C)(C)N2C1=O

Assay by compound	44	45	46	47	48	49	50	51
aSyn yeast inh	·	·	·	·	·	·	·	·
TDP-43 yeast inh	·	·	·	·	·	·	·	·
Abeta yeast res	-4.3%	1.0%	-1.2%	?	-15.9%	-6.7%	8.7%	-16.6%
Mm-Cpn inhibitor	·	·	·	·	·	·	·	·
PTHR1 ag	-18.4%	i	i	-87.7%[inhibitor]	-16.4%	-11.2%	-71.7%[inhibitor]	-17.9%
Akt phos inh	·	·	·	·	·	·	·	·
FUS suppressor	-29.5%	-31.7%	-22.4%	?	25.2%	28.1%	41.3%	9.3%

# A portion of the library (hit frequency here may not be typical).
